Screening data deposited in PubChem BioAssay by The Scripps Research Institute Molecular Screening Center.
Tn7 DDE FP = disrupts Tn7 cyclic peptide binding to fibrin D-Dimer-E complex; FP displacement of FITC-Tn7 peptide from fibrin DD(E); 0% = median of compound wells per plate; inhibition, % at 8.3 µM; hit rate 0.13% among 370,000; AID 720508;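 active = inhibition above the mean of compounds falling within the control limits plus 3 SD of them, cut at about 14% in these data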;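 also: 0% = plate median of compound wells and 100% = 10 µM Aha-Tn7 peptide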
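Also added: labelled Tn7 tracer, 0.1 µM; Assay system: human fibrin DD(E) protein; Amount: 2 µM fibrin DD(E); Schedule: 10 min compound pre-incubation, 3 h probe incubation at room temperature; Repeats: one replicate per compound; Read-out basis: percent inhibition; Measured by: fluorescence polarization of the labelled Tn7 tracer.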
PRMT1 inh = inhibitors of human PRMT1. hit rate 1.3% among 370,000. recombinant PRMT1, activity-based probe fluorescence polarization. inhibition, % at 2.79 µM;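 active = inhibition above about 21% made by adding two undisclosed values, limit read from the data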
TCR-CD3 inh = inhibitors of human TCR-CD3 interaction; TAMRA-labeled TCR probe fluorescence, biochemical; inhibition, % at 9.4 µM; hit rate 0.37% among 360,000; AID 651800; in the data active = inhibition above about 19%;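 also: recombinant mutant TCR 2C K166C tagged with TAMRA read by polarization; 0% = receptor in buffer alone and 100% = receptor with positive control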
proKLK7 act = activators of human kallikrein-7 zymogen | activation, % at 7 µM | P49862 | hit rate 0.9% among 370,000 | purified proKLK7, EDANS-DABCYL substrate fluorescence; 100% is mature enzyme control, 0% vehicle | AID 652039;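 active = activation above the mean of all tested compounds plus 3 SD, computed per campaign excluding outliers beyond control limits, cut at about 13% in these data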
DDE Tn6 FP inh = DD(E)-Tn6 binding inhibition, primary FP screen; P02675; Fibrin DD(E) TRITC-Tn6 fluorescence polarization displacement; inhibition, % at 8.3 µM; hit rate 0.21% among 370,000;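 active = inhibition above a per-campaign cutoff: mean of compounds within control limits plus 3 SD, cut at about 15% in these data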;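 also: 0% = median of all compound wells on the plate and 100% = blocking peptide control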
UHRF1 binding = human UHRF1 methylated DNA binding inhibitors. UHRF1 binding to methylated oligo, TR-FRET. AID 687016. hit rate 0.75% among 370,000. inhibition, % at 4.4 µM. Q96T88; in the data active = inhibition above about 21%;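 also: UHRF1 SRA domain binding a hemimethylated CpG hairpin DNA probe; 0% = median of test compound wells and 100% = reference inhibitor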
TDP2 inh = TDP2 (human) inhibition, absorbance primary screen; O95551; recombinant TDP2, T5PNP hydrolysis, p-nitrophenol absorbance 415 nm; inhibition, % at 12.8 µM; hit rate 0.34% among 370,000; AID 720702;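 active = inhibition above the mean of all tested compounds plus 3 SD, set per campaign, cut at about 25% in these data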;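 also: 0% = DMSO with enzyme and 100% = buffer with substrate but no TDP2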
Target sequence (O95551 whole entry, looked up): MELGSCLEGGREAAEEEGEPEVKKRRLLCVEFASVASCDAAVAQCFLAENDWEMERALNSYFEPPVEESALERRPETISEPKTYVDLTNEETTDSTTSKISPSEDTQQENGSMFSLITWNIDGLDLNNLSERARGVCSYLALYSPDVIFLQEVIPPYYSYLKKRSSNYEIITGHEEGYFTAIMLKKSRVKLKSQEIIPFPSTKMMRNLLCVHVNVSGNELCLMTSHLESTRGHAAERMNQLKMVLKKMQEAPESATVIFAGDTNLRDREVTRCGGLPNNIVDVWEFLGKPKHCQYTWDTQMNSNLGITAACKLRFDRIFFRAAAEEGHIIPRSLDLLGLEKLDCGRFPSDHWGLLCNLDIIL
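System – recombinant human TDP2 · Amount – 120 nM TDP2 per well · Buffer or medium – Mg2+-containing Tris-HCl buffer, pH 7.5 · Reagent – T5PNP substrate, 5 mM · Dosing – 12.8 µM single point, 1% DMSO · Incubation – 2 h at 37 °C · Measured by – epi absorbance · Read-out basis – percent inhibition · Benchmarks – high control without enzyme, low control DMSO plus TDP2 · Repeats – singlicate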
MBD2 DNA inh = blocks human MBD2 binding to methylated DNA; Q9UBB5; TR-FRET, MBD2 binding to methylated oligonucleotide; inhibition, % at 4.4 µM; hit rate 0.31% among 370,000; in the data active = inhibition above about 13%
SIAE primary = blocks human sialic acid acetylesterase; Q9HAT2; SIAE FP-Rh probe binding, fluorescence polarization; inhibition, % at 9.66 µM; hit rate 0.69% among 370,000; AID 1053197;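 active = inhibition above a cutoff: mean of compounds within the control limits plus 3 SD of those, cut at about 17% in these data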;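 also: 0% = plate median of compound wells and 100% = probe without SIAE protein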
Target sequence (Q9HAT2 whole entry, looked up): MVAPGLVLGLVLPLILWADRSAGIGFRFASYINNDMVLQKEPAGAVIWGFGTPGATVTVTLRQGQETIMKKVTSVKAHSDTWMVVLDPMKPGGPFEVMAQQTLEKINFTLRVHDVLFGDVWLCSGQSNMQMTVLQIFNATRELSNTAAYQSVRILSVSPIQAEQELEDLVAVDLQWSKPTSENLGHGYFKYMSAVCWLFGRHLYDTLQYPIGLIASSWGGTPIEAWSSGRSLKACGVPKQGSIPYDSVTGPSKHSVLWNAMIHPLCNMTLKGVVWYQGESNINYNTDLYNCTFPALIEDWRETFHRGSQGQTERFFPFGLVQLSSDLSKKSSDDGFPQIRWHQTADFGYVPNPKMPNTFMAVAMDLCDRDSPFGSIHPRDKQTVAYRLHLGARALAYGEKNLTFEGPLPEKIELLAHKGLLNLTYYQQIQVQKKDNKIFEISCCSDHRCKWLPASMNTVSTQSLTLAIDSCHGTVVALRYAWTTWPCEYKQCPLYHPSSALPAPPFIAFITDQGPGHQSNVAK
LEDGF integ inh = blocks HIV-1 LEDGF/p75-dependent DNA integration. AID 743269. TR-FRET IN-LEDGF/p75 DNA integration, Eu/Cy5. hit rate 0.64% among 370,000. inhibition, % at 3.7 µM;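 active = inhibition above the screen-wide mean plus 3 SD, cut at about 13% in these data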;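 also: signal is the Cy5 over europium emission ratio at 671 and 618 nm; 0% = plate median of compound wells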
Starred values were filed as active, the others as inactive; · = no result given. Rows were taken by chance (roughly 4.6% active in at least one column).

SMILES | Tn7 DDE FP | PRMT1 inh | TCR-CD3 inh | proKLK7 act | DDE Tn6 FP inh | UHRF1 binding | TDP2 inh | MBD2 DNA inh | SIAE primary | LEDGF integ inh
C=CCNc1nc(NCCCN2CCCC2=O)c2sc(-c3ccccc3)cc2n1 | 0 | 4 | 2 | -1.9 | -11 | 2 | -11 | 8 | -3 | -3
CCC(CC)c1nnc(NC(=O)c2nc3nc(C)cc(C)n3n2)s1 | -3 | 2 | 3 | -0.1 | 0 | -2 | 2 | -1 | 2 | -1
COc1ccc2c(c1)OC[C@H]1[C@H]2N2C(=O)CN(Cc3ccccc3)C(=O)[C@@]2(C)[C@H]1c1ccccc1 | 1 | 15 | 6 | 0.0 | 0 | 3 | -5 | 3 | -9 | 2
O=C(Nc1cc(Cl)cc(Cl)c1)N[C@@H]1CC[C@@H](CCNS(=O)(=O)c2cccc(F)c2)O[C@@H]1CO | -4 | 7 | 3 | 0.2 | 3 | 0 | -1 | -3 | -24 | 1
O=S(=O)(Nc1cccc(S(=O)(=O)N2CCCC2)c1)c1ccc(Cl)s1 | -4 | -3 | 4 | -0.4 | -6 | 2 | 4 | -4 | -5 | -3
CC1=C(C#N)C(/C=N/OCc2ccc(Cl)cc2)CC(=O)N1 (configuration not stated) | 2 | 1 | -3 | 5.4 | -6 | 0 | -3 | 4 | 2 | -3
Cc1nn(C(=O)CCC(=O)NCc2ccc(OC(C)C)cc2)c2ccccc12 | 2 | 7 | -9 | -0.1 | -4 | 1 | 3 | 6 | 6 | -4
CCOC(=O)C1=C(C)Nc2nc(=S)[nH]n2C1c1ccc(Cl)cc1 (configuration not stated) | -1 | 29* | 9 | -1.1 | -2 | 0 | 0 | 1 | 4 | -2
CCn1c(SCC(=O)Nc2ccccc2C(=O)OC)nnc1-c1ccoc1C | -2 | -1 | 8 | 1.0 | -1 | -3 | -9 | -2 | 7 | 1
O=C(O)CCc1ccc(-c2ccccc2)n1-c1cccc(C(=O)O)c1 | -1 | 11 | 0 | -0.1 | 0 | -1 | 7 | 1 | 4 | 8
CCOC(=O)c1c(C)nc2ccc(Cl)cc2c1-c1ccccc1 | 5 | 0 | 9 | -0.2 | -3 | 0 | -9 | -5 | -4 | 2
O=C(C[C@H]1C[C@H](C(=O)N2CCCCC2)[C@@]2(CCc3ccccc3)c3[nH]c4ccc(Cl)cc4c3CCN2C1=O)NCc1ccco1 | -1 | -2 | -1 | -0.1 | 2 | 4 | -5 | 1 | -2 | 3
O=C(NC1CC1)c1ccccc1 | 4 | -1 | -11 | -0.4 | 1 | -1 | 7 | 1 | 2 | -6
Cc1oc2c(CN3CCCCC3C)c(O)ccc2c(=O)c1-c1ccccc1 (configuration not stated) | -5 | -8 | -2 | 34* | -1 | 0 | 14 | 1 | 0 | 0
COc1ccc(CCNC(=O)c2ccc(NS(=O)(=O)c3ccc4[nH]c(=O)[nH]c4c3)cc2)cc1 | 3 | -1 | 2 | 0.1 | 0 | 0 | 0 | 1 | -9 | -4
O=C(CSC1=NS(=O)(=O)c2cc(F)ccc2N1)Nc1ccc(F)cc1 | 0 | 0 | -2 | 0.5 | 7 | -2 | -16 | -2 | 0 | -3
O=C(CNC(=O)N1CC(=O)Nc2ccccc21)Nc1ccccc1F | 1 | 0 | -1 | -0.2 | -1 | -4 | 3 | -4 | -12 | 2
Cc1ccc(CNC(=O)CSc2ccc(-c3ccco3)nn2)cc1 | 4 | 5 | 4 | 1.1 | 2 | -3 | -2 | -2 | 2 | 1
O=C(N/N=C/c1ccc(OCC(=O)N2CCCCC2)cc1)c1ccccc1O | -7 | 1 | 6 | 0.4 | -11 | -6 | -5 | -8 | 4 | 4
CN1C(=O)/C(=C/c2ccc(OCc3ccc(C(=O)O)cc3)c(Cl)c2)NC1=S | -1 | 4 | -12 | 0.2 | -6 | 2 | -7 | 4 | -5 | -6
O=C(NCCCN1CCOCC1)c1cccc(S(=O)(=O)Nc2ccccc2Cl)c1 | -2 | 0 | 0 | -0.2 | 4 | -2 | 8 | -1 | -2 | -1
COc1ccc(N(C(=O)c2ccn[nH]2)C(C(=O)NC2CCCC2)c2ccc(F)cc2)cc1 (configuration not stated) | -9 | -1 | -4 | -0.2 | -4 | 0 | -5 | 0 | 5 | 4
O=C(Nc1ccc(C(F)(F)F)cc1)OC1CCC12CCCCC2 (configuration not stated) | 4 | 1 | · | 0.1 | -4 | -2 | 0 | 5 | 1 | 7
Cc1ccsc1/C=N/n1c(COc2ccccc2)n[nH]c1=S | -4 | 6 | 3 | -0.5 | -4 | -3 | 4 | -4 | 10 | 4

3 entries already listed, ordered by the value under proKLK7 act, falling:
| Structure | proKLK7 act |
| --- | --- |
| O=C(Nc1ccc(C(F)(F)F)cc1)OC1CCC12CCCCC2 (configuration not stated) | 0.1 |
| COc1ccc(N(C(=O)c2ccn[nH]2)C(C(=O)NC2CCCC2)c2ccc(F)cc2)cc1 (configuration not stated) | -0.2 |
| Cc1ccsc1/C=N/n1c(COc2ccccc2)n[nH]c1=S | -0.5 |

Individual results from above:
Value of O=C(Nc1ccc(C(F)(F)F)cc1)OC1CCC12CCCCC2 (configuration not stated) in TDP2 inh: 0
Value of Cc1oc2c(CN3CCCCC3C)c(O)ccc2c(=O)c1-c1ccccc1 (configuration not stated) in DDE Tn6 FP inh: -1

New compounds follow
SMILES | Tn7 DDE FP | PRMT1 inh | TCR-CD3 inh | proKLK7 act | DDE Tn6 FP inh | UHRF1 binding | TDP2 inh | MBD2 DNA inh | SIAE primary | LEDGF integ inh
COc1ccccc1C(C)NCC(=O)Nc1c(F)cccc1F (configuration not stated) | 3 | -3 | 0 | 0.1 | -7 | -3 | 4 | 4 | 4 | 3
CCOC(=O)C1CCN(C(c2cccc(OC)c2)c2sc3nc(C)nn3c2O)CC1 (configuration not stated) | 3 | 3 | 9 | -0.4 | -5 | -1 | 2 | -1 | 1 | -3
O=C(Nc1ncc(Cc2cccc(Cl)c2Cl)s1)C1CCCO1 (configuration not stated) | 2 | 3 | 0 | 0.5 | 0 | -1 | -5 | -3 | -5 | -4
CCCSc1nnc(NC(=O)Cc2ccc(OC)c(OC)c2)s1 | -5 | 4 | 0 | 0.1 | 2 | 2 | -14 | 4 | 11 | -4
O=C(CSc1nc2ccccc2s1)Nc1ccc2c(c1)OCO2 | -1 | 7 | -9 | 0.0 | -4 | -4 | 2 | 3 | 0 | -2
COc1ccc(-c2ccc(C(=O)NCc3ccc(N(C)C)cc3)c3occc23)c(C)c1 | -1 | 0 | 5 | -0.9 | -2 | -1 | -11 | -1 | 10 | 4
CC[C@@H]1[C@H]2CCCC(=O)N3CC[C@@H](C[C@@H]1OC(=O)Nc1ccccc1)[C@@H]23 | -2 | 1 | 1 | -1.0 | 0 | 2 | -2 | -5 | -1 | 2
N#CCC(=O)Nc1ccc(C(=O)OCC(=O)c2c[nH]c3ccccc23)cc1 | -2 | 2 | 7 | -0.8 | -10 | -1 | -7 | 1 | -77 | -1
Cc1cc(C)cc(N(CC(=O)Nc2ccc(C(F)(F)F)cc2)S(=O)(=O)c2c(C)[nH]c(=O)[nH]c2=O)c1 | 6 | 3 | -2 | -0.4 | 7 | 13 | -3 | 5 | -21 | -7
CC(=O)NCCc1nc2ccccc2n1Cc1ccc(Cl)cc1 | 1 | 2 | -8 | -0.1 | 7 | 0 | 0 | 1 | -5 | -1
CCCc1cc(N2CCCC(C(=O)Nc3ccc(OC)cc3OC)C2)n2ncnc2n1 (configuration not stated) | 7 | 2 | -1 | 0.1 | 10 | 1 | 9 | 0 | -1 | 0
COC(=O)CSc1nnc(NC(=O)CCc2ccccc2)s1 | 9 | 5 | -6 | 0.8 | -1 | 5 | 5 | 5 | -4 | 0
c1cc2c(cc1C1CCCN1)OCCCO2 (configuration not stated) | 2 | 3 | -5 | 0.3 | -4 | 0 | 6 | 4 | 2 | -1
O=C(NC(=S)Nc1cc(C(F)(F)F)ccc1Cl)c1ccccc1 | 2 | -4 | -10 | 0.4 | 11 | -3 | 4 | -3 | 1 | 2
C=CCNC(=O)c1nc2ccccc2s1 | 1 | 1 | -4 | -0.4 | -5 | 2 | 12 | -5 | 0 | 1
Cc1cccc(N2C(=O)/C(=C/c3cccnc3)SC2=S)c1 | -4 | 1 | -8 | 0.3 | 6 | -4 | 7 | 0 | 6 | -2
O=S(=O)(c1ccc(SCc2ccc(Br)cc2)nc1)N1CCCCC1 | 14* | 0 | 4 | -0.1 | 3 | -2 | 15 | -5 | -8 | 2
Cc1cc(C(F)F)n2nc(C(=O)Nc3ccc(S(=O)(=O)NC45CC6CC(CC(C6)C4)C5)cc3)nc2n1 | 3 | 3 | 2 | 0.7 | -12 | -1 | 5 | -1 | -12 | 1
COc1ccc(CNC(=O)CCCn2nc(C)n3ccnc3c2=O)cc1 | -2 | -8 | 2 | 0.2 | -12 | 1 | -5 | -5 | 0 | 2
c1ccc(Nc2ncnc3[nH]ncc23)cc1 | 5 | 5 | 2 | -0.2 | 2 | 2 | 6 | -4 | -3 | -8
O=C(NC1CC2CCCC(C1)N2C(=O)Nc1ccccc1)c1ccccc1 (configuration not stated) | 1 | 5 | -1 | 0.0 | -9 | 0 | -5 | -3 | 1 | -2
CCn1c(O)c(/C=C2\C=NN=C2c2ccc(C)cc2)sc1=S | -6 | 0 | -1 | 0.0 | -7 | 1 | 10 | -5 | -14 | 2
CCN(CC)CCNC(=O)c1cn(CC)c2cc(N3CCN(C(=O)c4ccco4)CC3)c(F)cc2c1=O | -2 | -4 | -2 | 3.6 | 5 | 0 | 5 | -3 | 2 | 1
CC(=O)NCCNC(=O)c1cc(-c2cccc3ccccc23)nc2ccccc12 | -1 | 3 | 5 | 4.3 | -7 | 3 | -13 | 0 | 1 | -5
Cc1ccc(S(=O)(=O)N2CCOCC2)cc1NCC(=O)Nc1ccc(OC(F)(F)F)cc1 | -4 | 1 | -1 | 0.4 | 5 | 0 | 4 | -1 | 4 | 1
Cc1[nH]c2ccccc2c1Cc1nnc(SCc2ccccc2)o1 | -3 | 2 | -5 | 7.7 | 3 | 5 | -9 | -1 | 4 | -2
CC1Cc2ccccc2N1C(=O)c1ccc(F)c(S(=O)(=O)N2CCOCC2)c1 (configuration not stated) | -1 | 0 | 0 | 0.0 | 2 | 0 | -3 | -2 | 2 | 26*
CN1C(=O)C(C)(C)c2cc(S(=O)(=O)N3CCCC(C(=O)NCc4ccccc4Cl)C3)ccc21 (configuration not stated) | -6 | -1 | -4 | -0.1 | 0 | 1 | 6 | 0 | -3 | 1
COc1ccc(OC)c(C(=O)c2c(C)oc3cc([N+](=O)[O-])c(O)c([N+](=O)[O-])c23)c1 | -3 | -2 | 4 | 0.4 | -1 | -7 | 11 | -17 | 0 | -2
CCCCNC(=O)c1onc(CSc2ccc(F)cc2)c1C(=O)O | -7 | 1 | 6 | -0.3 | -9 | 2 | 6 | -4 | -1 | 1
